# ANO1 activ: TMEM16A chloride channel activators or potentiators, primary screen, cell-based, HTS; Anoctamin-1 (Mus musculus), Q8BHY3; HEK293 TMEM16A/YFP-H148Q/I152L, iodide quench fluorescence; stronger effect = lower value; B-score at 10 µM; 340,000 tested, 0.3% active;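 active means fluorescence-ratio B-score plate-corrected deviation score at least 3 library SD below zero, with starting fluorescence score within 5 deviations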;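 further: channel opened by trigger with iodide after compound preincubation; score built on the fluorescence ratio of max minus min over baseline; more negative score means more quench and so TMEM16A activation or potentiation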
# SKKanGAS inh: S. pyogenes SKKanGAS growth inhibitors in kanamycin, primary screen, streptokinase expression inhibitor project, SKKanGAS strain, BacTiter-Glo luminescence. inhibition, % at 7.5 µM. 6 h. 300,000 tested, 1.3% active;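 active means mean replicate score, as percent of positive control median, at least 50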;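 further: strain carries kanamycin resistance gene driven by streptokinase promoter and grows in 40 µg/ml kanamycin; loss of luminescence reflects streptokinase promoter inhibition or plain growth inhibition; 0% = median of DMSO wells and 100% = positive control at its reference dose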
# MrgX1 ag: agonists of human MrgX1 receptor, primary screen, HEK293 cells, Fluo-4 calcium flux; Mas-related G-protein coupled receptor member X1 (Homo sapiens), Q96LB2; Fluo-4 calcium fluorescence, agonist mode; stronger effect = higher value; B-score at 10 µM; 310,000 tested, 0.44% active;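 active means calcium response B-score plate-corrected fluorescence ratio at least 3 library SD, with starting fluorescence B-score inside 5 SD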
# Target sequence (Q96LB2 whole entry, looked up): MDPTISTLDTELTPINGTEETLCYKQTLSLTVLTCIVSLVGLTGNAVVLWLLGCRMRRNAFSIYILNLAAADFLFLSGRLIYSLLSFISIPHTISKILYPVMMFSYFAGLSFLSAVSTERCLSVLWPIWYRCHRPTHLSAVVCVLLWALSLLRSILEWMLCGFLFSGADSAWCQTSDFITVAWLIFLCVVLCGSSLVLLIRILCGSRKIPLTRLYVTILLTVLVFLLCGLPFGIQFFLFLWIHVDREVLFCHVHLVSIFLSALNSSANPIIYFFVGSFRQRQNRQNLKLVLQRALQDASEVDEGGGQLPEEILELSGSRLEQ
#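 Material: MrgX1-expressing HEK293 cells; input: 15,000 cells per well; doses: test compound given as first of three sequential additions; schedule: overnight plating before 1 h dye loading; technique: Fluo-4 NW calcium-flux fluorescence, kinetic read; evaluation: baseline-normalised fluorescence change ratio, B-scored; control set: plate-wise positive and negative controls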
# TRPC4 potent: positive allosteric modulators of TRPC4, primary screen, cell-based, mouse TRPC4beta, HEK293 mu-opioid, Fluo-4 calcium. Short transient receptor potential channel 4 (Mus musculus), Q9QUQ5. DAMGO EC20, Fluo-4 Ca2+ flux; stronger effect = higher value. B-score at 10 µM. 310,000 tested, 0.42% active. AID 2227, 2009;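 active means B-score of calcium response area above 5 SD of library B-scores, with initial fluorescence ratio within 5 SD of library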;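 further: B-score of integrated fluorescence ratio over time as area under calcium response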
# MrgX1 PAM: positive allosteric modulators of MrgX1, primary screen, HEK293 cells, Fluo-4 calcium flux; Mas-related G-protein coupled receptor member X1 (Homo sapiens), Q96LB2; FDSS; stronger effect = higher value; B-score at 10 µM; 310,000 tested, 0.63% active; AID 588675, 2011;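 active means plate-corrected calcium response at least 3 library SD above typical, normal starting fluorescence, not activating the receptor alone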;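 further: compound read alongside a low EC10 to EC30 dose of BAM8-22 agonist; peak minus trough fluorescence over baseline measured at the second addition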
# TRPC4 act: activators of mouse TRPC4 channel, primary screen, Fluo4 calcium, HEK293 TRPC4beta/mu-opioid cells. Short transient receptor potential channel 4 (Mus musculus), Q9QUQ5. Fluo4 calcium fluorescence; stronger effect = higher value. B-score at 10 µM. 310,000 tested, 0.49% active. AID 2237, 2010;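 active means B-score above 5 SD of library B-scores, and initial fluorescence ratio not above library mean plus 5 SD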;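 further: positive B-score marks a calcium rise read as TRPC4 activation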
#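 Test system: HEK293 cells stably co-expressing mouse TRPC4beta and mu-opioid receptor | Schedule: Fluo4 dye loading 45 min at room temperature, 110 s recording | Measured by: Kinetic Fluo4 calcium fluorescence, 5 s baseline at 1 Hz | Evaluation: B score of integrated ratio | Controls: Buffer (low) and maximal DAMGO (high)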
# TRPC4 block: inhibitors of mouse TRPC4 channel, primary screen, Fluo4 calcium, HEK293 TRPC4beta/mu-opioid cells; AID 2247, 2010; B-score at 10 µM; 300,000 tested, 0.39% active; DAMGO-evoked Fluo4 calcium flux; stronger effect = lower value;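 active means B-score over 3 SD under the library average, no early fluorescence shift, positive overall ratio signal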
#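 Assay system: Stable TRPC4beta/mu-opioid receptor HEK293 cells | Reagent: DAMGO in two steps, submaximal then maximal | Compound dosing: Single concentration per test compound | Signal: Fluo4 Ca2+ flux fluorescence | Evaluation: Per-well B score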
# TRPC6 act: mouse TRPC6 channel activators, primary screen, cell-based, HEK293, membrane potential dye; HEK293-TRPC6 membrane potential dye fluorescence; stronger effect = higher value; B-score at 10 µM; 310,000 tested, 0.13% active;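 active means B-score of the integrated fluorescence ratio above library mean plus 3 SD, and starting fluorescence ratio within library mean plus 5 SD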;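 further: higher score means more depolarization so channel activation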
# TMEM16A inh: TMEM16A chloride channel inhibitors, primary screen, cell-based, HTS; Anoctamin-1 (Mus musculus), Q8BHY3; HEK293 TMEM16A/YFP iodide influx fluorescence, ionomycin; normalized B-score (activity score, 25-100; higher = stronger inhibition) at 10 µM; 310,000 tested, 1.2% active; AID 588511, 2011;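 active means ratio plate-corrected score three or more library SD toward inhibition, starting fluorescence score within five deviations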;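 further: score derived from kinetic fluorescence span divided by baseline fluorescence per well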
# TRPC6 inh: mouse TRPC6 channel inhibitors, primary screen, cell-based, HEK293, membrane potential dye; ACh-evoked depolarization; stronger effect = lower value; AID 2553, 2010; 310,000 tested, 1.1% active; B-score at 10 µM; Short transient receptor potential channel 6 (Mus musculus), Q61143;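 active means B-score under library mean minus 3 SD, initial fluorescence not abnormally high, positive integrated signal ratio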;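 further: B-score derived from integrated fluorescence ratio over the kinetic read; more negative B-score means stronger inhibition of depolarization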
# MrgX1 antagonist: antagonists of human MrgX1 receptor, primary screen, HEK293 cells, Fluo-4 calcium flux; 310,000 tested, 1.3% active; B-score at 10 µM; BAM8-22 antagonism; stronger effect = lower value;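 active means calcium-response B-score plate-corrected more than 3 library SD below zero, starting fluorescence within 5 deviations, no agonist response on first addition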;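 further: peak minus trough fluorescence over baseline after final BAM8-22 challenge near maximal dose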
# * = called active by the depositor; i = inactive; · = no result given.
molecule,MrgX1 ag,ANO1 activ,MrgX1 antagonist,TMEM16A inh,SKKanGAS inh,TRPC6 act,TRPC4 block,TRPC4 potent,MrgX1 PAM,TRPC6 inh,TRPC4 act
COc1cc2c(cc1OC)C(CSc1ccccc1C(=O)O)=NC(C)(C)C2,i,i,i,i,0,i,i,i,i,i,i
CC1CCCCN1CCNC(=O)C1CCN(S(=O)(=O)c2cccc3nsnc23)CC1 (configuration not stated),i,i,i,i,4,i,i,i,i,i,i
CN(O)C(=O)Nc1ccc([N+](=O)[O-])cc1,i,i,i,i,5,i,i,i,i,i,i
Oc1ccc2ccccc2c1CN1CCCC1,i,i,i,i,16,i,i,i,i,i,i
CCc1ccc(CN(C)C(=O)C2CCC(=O)N(CC3CCCCC3)C2)cc1 (configuration not stated),i,i,i,i,1,i,i,i,i,i,i
C=CCN1C(=O)N(c2ccc(Cl)cc2)C(=O)C1CC(=O)Nc1ccc(F)cc1 (configuration not stated),i,i,i,i,-1,i,i,i,i,-5.8*,i
O=C(CCCN1C(=O)c2cccc3cccc(c23)C1=O)N1CCN(Cc2ccc3c(c2)OCO3)CC1,i,i,i,100*,7,i,i,i,i,-6*,i
Cc1nc2sc(C(N)=O)c(N)c2c(C)c1CC(=O)c1ccccc1,i,i,i,i,12,i,i,i,i,i,i
CC(=O)c1sc(NC(=O)c2ccc(Br)o2)nc1C,i,i,i,i,2,i,i,i,i,i,i
O=C(Nc1c(-c2ccccc2)nc2ccccn12)c1cccc(F)c1,i,i,i,i,-6,i,i,i,i,i,i
Cc1cc(Cl)ccc1OCC(=O)NCC(=O)N/N=C/c1ccco1,i,i,i,i,-12,i,i,i,i,i,i
O=C(Nc1ccc(NC(=S)NC(=O)C(c2ccccc2)c2ccccc2)cc1)c1ccccc1,i,i,i,i,16,i,i,i,i,i,i
Cn1c(SCc2cccc(C#N)c2)nc2ccccc2c1=O,i,i,i,i,-6,i,i,i,i,i,i
CC(=O)c1ccc(S(=O)(=O)N2CCc3ccccc3C2)cc1,i,i,i,i,1,i,i,i,i,i,i
O=C(O)C1CSC2(CCN(Cc3ccccc3)CC2)N1 (configuration not stated),·,i,·,·,-3,i,i,i,·,i,i
Cc1cnc(C(=O)OCC(=O)Nc2cccc(S(=O)(=O)N3CCCCC3)c2)cn1,i,i,i,i,6,i,i,i,i,i,i
NS(=O)(=O)c1ccc(NC(=S)NNC(=O)c2ccc(Br)o2)cc1,i,i,i,i,1,i,i,i,i,i,i
Nc1c(C(=O)c2ccco2)oc2ccccc12,i,·,i,i,-9,i,i,i,i,i,i
CC1(C)CC1C(=O)Nc1ccc([N+](=O)[O-])cc1Br (configuration not stated),i,i,i,i,-1,i,i,i,i,i,i
ClCc1csc(N/N=C/c2cccs2)n1,i,·,i,i,-2,i,i,i,i,i,i
O=C1C=C(c2ccc3[nH]ccc3c2)CCC1,i,i,i,i,1,i,i,i,i,i,i
CCN1CCN(C(=O)c2ccc3c(c2)N(Cc2ccc(C)cc2)CCS3)CC1,i,i,i,i,-5,i,i,i,i,i,i
CCCCCNc1nc(-c2ccccc2)nc(-n2ccnc2)n1,i,i,i,i,-4,i,i,i,7.5*,i,i
COc1ccc(OC)c(N=C(C)C2=C(O)COC2=O)c1,i,i,i,i,-2,i,i,i,i,i,i
COCCN(C(=O)CNC(=O)c1ccco1)C(C(=O)NC1CCCC1)c1ccc(OC)c(OC)c1 (configuration not stated),i,i,i,i,-2,i,i,i,i,i,i
COc1ccc(C(=O)Nc2ccc(N3CCN(C(=O)c4ccccc4C)CC3)cc2)cc1,i,i,i,i,-4,i,i,i,i,i,i
CCC(=O)Nc1ccc(C(=O)CSc2nnc(-c3ccccc3F)n2CCc2ccccc2)cc1,i,i,i,i,-4,i,i,i,i,i,i
COc1cc(OC)cc(C(=O)N[C@H](C(=O)OCC(N)=O)C(C)C)c1,i,i,i,i,-1,i,i,i,i,i,i
CCNS(=O)(=O)c1ccc(CCC(N)=O)cc1,i,i,i,i,-4,i,i,i,i,i,i
COc1ccc(-n2c(SCC(=O)N3CCOCC3)nc3ccccc3c2=O)cc1,i,i,i,i,14,i,i,i,i,i,i
CCOC(=O)[C@@H]1[C@H]2COc3cc(OC)ccc3[C@@H]2N2C(=O)N(c3ccc(C)cc3)C(=O)[C@@]12C,i,i,i,i,3,i,i,i,i,i,i
O=C(CN1C(=O)CSC1=O)Nc1ccccc1F,i,i,i,i,-1,i,i,i,i,i,i
O=c1c2ccccc2c(-c2ccc(Cl)cc2)nn1-c1ccccc1,i,i,i,i,8,i,i,i,i,i,i
OC[C@H]1O[C@H](OC[C@H]2O[C@H](OC[C@H]3O[C@H](O[C@]4(CO)O[C@H](CO)[C@@H](O)[C@@H]4O)[C@H](O)[C@@H](O)[C@@H]3O)[C@H](O)[C@@H](O)[C@H]2O)[C@H](O)[C@@H](O)[C@H]1O,i,i,i,i,3,i,i,i,i,i,i
CC(Oc1ccccc1)C(=O)N1CCN(c2ccc(N3CCOCC3)nn2)CC1 (configuration not stated),i,i,i,i,-7,i,i,i,i,i,i
O=C(NCC1CCCO1)c1ccc(Br)s1 (configuration not stated),i,i,i,i,2,i,i,i,i,i,i
Cc1cccc(NC(=O)CSc2nc3ccccc3o2)c1,i,i,i,i,8,i,i,i,i,i,i
CC(Oc1ccc(F)cc1)C(=O)Nc1ccc(N2CCOCC2)cc1N1CCOCC1 (configuration not stated),i,i,i,i,-6,i,i,i,i,i,i
Cc1ccccc1NS(=O)(=O)c1ccc2c(c1)n(C)c(=O)n2C,i,i,i,i,1,i,i,i,i,i,i
O=C(CCCN1C(=O)/C(=C/c2cccs2)SC1=S)Nc1ccccn1,i,i,i,i,11,i,i,i,i,i,i
CC(C)c1cc(CN2CCOCC2)cc(C(C)C)c1O,i,i,i,i,-4,i,i,i,i,i,i
CCN1C(C(=O)c2ccccc2)=C(Nc2ccccc2C)c2ccccc2S1(=O)=O,i,i,i,i,1,i,i,i,i,i,i
COc1ccc(CNC(=O)CCn2c(=O)oc3ccccc32)cc1,i,i,i,i,-10,i,i,i,i,i,i
O=C(CCc1nc(-c2cccs2)no1)Nc1cnc2ccccc2c1,i,i,-5.6*,i,2,i,i,i,i,i,i
COC(=O)C1=C(CSc2nc3ccccc3s2)NC(=O)NC1c1ccc(F)cc1 (configuration not stated),i,i,i,i,0,i,i,i,i,i,i
O=C(O)c1ccccc1-c1ccccc1C(=O)Nc1cccc2ccccc12,i,i,i,i,-10,i,i,i,i,i,i
O=C(C1CC(=O)N(c2ccccc2)C1)N1CCN(c2ccc(F)cc2)CC1 (configuration not stated),i,i,i,i,3,i,i,i,i,i,i
COc1ccccc1OCCSc1nc2ccc([N+](=O)[O-])cc2s1,i,i,i,100*,-3,i,i,i,i,i,i
COc1ccc(-c2ccc(/C=N/NC(=O)Cc3nnc(N)s3)o2)cc1Cl,i,i,i,i,9,i,i,i,i,i,i
O=C(COC(=O)c1ccc(Cl)cc1[N+](=O)[O-])NNC(=O)c1cccs1,i,i,i,i,2,i,i,i,i,i,i
CCN(CC)S(=O)(=O)c1ccc(OC)c(NC(=O)c2ccc([N+](=O)[O-])cc2)c1,i,i,i,i,14,i,i,i,i,i,i
O=C(NCc1ccc(F)cc1)C1CCC(=O)N1C1CCCCC1 (configuration not stated),i,i,i,i,-1,i,i,i,i,i,i
O=C(COc1ncnc2ccccc12)NC1CCS(=O)(=O)C1 (configuration not stated),i,i,i,i,10,i,i,i,i,i,i
C=CCN(C(=O)Cn1nc(C)n2c(cc3cc(C)ccc32)c1=O)c1ccccc1,i,i,i,i,2,i,i,i,i,i,i
Cn1c(=O)[nH]c(=O)c2c1nc(N1CCN(Cc3ccccc3)CC1)n2CCSc1ncccn1,i,i,i,i,-7,i,i,i,i,-7.9*,i
Cc1ccc(S(=O)(=O)Cc2ccccc2Cl)cc1,i,i,i,i,0,i,i,i,i,i,i

# More compounds follow:
molecule,MrgX1 ag,ANO1 activ,MrgX1 antagonist,TMEM16A inh,SKKanGAS inh,TRPC6 act,TRPC4 block,TRPC4 potent,MrgX1 PAM,TRPC6 inh,TRPC4 act
CCOC(=O)C1(Cc2ccc(OC)cc2)CCN(C(=O)CCn2cccn2)CC1,i,i,i,i,-9,i,i,i,i,i,i
CCCCn1c(N)c(N(Cc2ccccc2OC)C(=O)c2cc(=O)[nH]c3ccccc23)c(=O)[nH]c1=O,i,i,i,i,-10,i,i,i,i,i,i
CCOC(=O)c1cnc2ccc(OCC)cc2c1NCc1ccccc1OC,i,i,i,100*,-2,i,i,i,i,i,i
O=C(C1CCCN(Cc2ccc(Br)cc2)C1)N1CCCCC1 (configuration not stated),i,i,i,i,4,i,i,i,i,i,i

# Screening results: PubChem BioAssay, several laboratories
